KCNQ2 inh: KCNQ2 potassium channel inhibitors, primary screen, cell-based, CHO-K1, FluxOR thallium flux, B-score (AID 2156); 20 min; hits give low values; B-score at 10 µM; 1.1% of 310,000 active; O88943;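 active = fluorescence ratio B-score at most minus 3 library SDs, with starting brightness B-score within 2 library SDs, cut at about -5.5 in these data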
Kir21 block: inhibitors of mouse Kir2.1 inward-rectifier potassium channel. AID 1672. B-score at 10 µM. P35561. 0.85% of 310,000 active. HEK293-Kir2.1, FluxOR thallium flux fluorescence; hits give low values;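 active = fluorescence ratio B-score at or below minus 3 SD of library scores, with starting-brightness B-score within 2 SD, cut at about -4.2 in these data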;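 also: channel flux triggered by added potassium and thallium sulfate stimulus; B-score of peak minus minimum fluorescence over baseline after thallium stimulus; more negative B-score means stronger Kir2.1 block with less thallium influx; some compounds called inactive have numbers as strong as hits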
Target sequence (P35561 whole entry, looked up): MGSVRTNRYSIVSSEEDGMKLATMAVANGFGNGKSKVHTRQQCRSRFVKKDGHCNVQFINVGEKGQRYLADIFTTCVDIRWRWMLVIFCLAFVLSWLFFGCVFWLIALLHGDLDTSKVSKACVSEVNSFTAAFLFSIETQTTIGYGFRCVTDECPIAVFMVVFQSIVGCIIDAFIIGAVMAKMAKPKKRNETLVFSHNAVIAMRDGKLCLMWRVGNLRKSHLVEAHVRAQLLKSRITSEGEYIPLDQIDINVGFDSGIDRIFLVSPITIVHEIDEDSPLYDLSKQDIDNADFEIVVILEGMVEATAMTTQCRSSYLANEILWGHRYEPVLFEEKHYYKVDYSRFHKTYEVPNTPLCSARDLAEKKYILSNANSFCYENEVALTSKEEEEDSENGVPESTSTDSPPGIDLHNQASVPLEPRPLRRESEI
* hit, by the source's call; i = inactive.

Structure | KCNQ2 inh | Kir21 block
CCCn1c(NC(=O)CSCC(=O)Nc2cc(C)on2)nc2ccccc21 | i | -0.86
Cc1ccc(OCC(=O)NCCCNC(=O)c2cccnc2)cc1C | i | 0.63
CC1CCc2cc(F)cc3c(=O)c(C(=O)O)cn1c23 (stereo unspecified) | i | 1.1
COc1ccc(Cc2nnc(SCC(=O)N3CCc4ccccc4C3)o2)cc1 | i | -0.44
COc1ccc2c(C)cc(N3CCOCC3)nc2c1 | i | -1.91
CC(C)CNC(=O)NC(=O)COC(=O)c1ccccc1Sc1ccc(C(F)(F)F)cc1[N+](=O)[O-] | i | 2.09
COc1ccc(NC(=O)COc2cccnc2[N+](=O)[O-])cc1OC | i | 0.01
NC(=O)c1ccc[n+](CCC[n+]2cccc(C(N)=O)c2)c1 | i | 1.81
O=C(Nc1ccccc1C(=O)Nc1ccccn1)c1ccc([N+](=O)[O-])cc1 | i | 1.01
Cc1cccc(C)c1NC(=O)CS(=O)CC(=O)NC1CCN(Cc2ccccc2)CC1 (stereo unspecified) | i | 0.35
CCCC(=O)N(c1ccc(F)cc1)C1C=CS(=O)(=O)C1 (stereo unspecified) | i | 0.09
CCCCn1c(N)c(N(CC(C)C)C(=O)c2ccc(N3C(=O)CCC3=O)cc2)c(=O)[nH]c1=O | i | 1.71
COc1ccccc1NC(=O)N1CCCC(c2nc3c(nnn3Cc3ccc(C)cc3)c(=O)[nH]2)C1 (stereo unspecified) | -6.24* | -0.61
O=C(c1cc(-c2ccccc2)on1)N1CCN(c2ccccc2)CC1 | i | 1.54
O=C(COc1ccc(C(=O)NCC2CCCO2)cc1)Nc1cccc(C(F)(F)F)c1 (stereo unspecified) | i | -2.48
CCOCCCNC(=O)C1CCCN1C(=O)Nc1ccccc1[N+](=O)[O-] (stereo unspecified) | i | -0.33
COc1ccc(C(OC(=O)c2ccco2)C(=O)NC2CCCCC2)cc1 (stereo unspecified) | i | -0.73
Cc1[nH]c2ccccc2c1C(=O)CSc1nccc(=O)[nH]1 | i | 1.28
CCOc1ccc(CCNC(=O)c2nn(C)c3c2CS(=O)(=O)c2ccccc2-3)cc1OCC | i | 1.16
Cc1cccc(C(=O)NC(C(=O)Nc2ccccc2N2CCOCC2)C(C)C)c1 (stereo unspecified) | i | 0
Cc1cc(C)cc(NC(=S)NCCSc2ccc(Cl)cc2)c1 | i | -1.08
COc1ccc2cc3c(N)nn(C(=O)c4cccc([N+](=O)[O-])c4)c3nc2c1 | i | -1.2
COc1cc(NC(=O)Cn2cnc(S(=O)(=O)N3CCCC3)c2)cc(OC)c1OC | i | 0.1
Clc1ccc(-c2nnc(-c3ccccc3)c(N3CCSCC3)n2)cc1 | -6* | -2.74
CC1CC(C)CN(CCCNC(=O)CCC(=O)N2CC(C)Oc3ccccc32)C1 (stereo unspecified) | i | -0.55
O=C(Nc1ccccc1-c1nc2ccccc2s1)c1cccnc1Cl | i | 1.05
Cc1c(C(=O)N2CC(C)OC(C)C2)sc2nc(-c3ccc(F)cc3)cn12 (stereo unspecified) | i | 0.43
CCCn1cnc2cc(NCc3cccs3)ccc21 | i | 1.66
COc1cc(CO)ccc1Oc1nnnn1-c1ccc(C(N)=O)cc1 | i | 1.79
CCOC(=O)c1cnc2c(C(F)(F)F)cccc2c1N1CCOCC1 | i | 0.92
CCNCCOC(c1ccccc1)c1ccccc1 | i | -1.2
COc1ccc(C(=O)Nc2ccc(NC(=O)C3CC3)nc2)cc1 | i | 0.1
Cc1nc2ccccc2nc1OCc1ccccc1 | i | 0.11
Cc1ccc(Nc2nc(N)nc(CSC(=S)N3CCOCC3)n2)c(C)c1 | i | -0.35
CCc1ccc(-c2nc(SCC(=O)N3CCOCC3)n[nH]2)cc1 | i | -1.36
OCCN(CCO)CC(O)CN1c2ccccc2Sc2ccccc21 (stereo unspecified) | i | -0.78
O=C(CSc1ccc2c(c1)OCCO2)Nc1ncccc1O | i | -2.56
NC(=O)c1c(N)sc(=S)n1-c1ccccc1 | i | 0.22
O=C(c1cccc(NS(=O)(=O)c2cccc(C(F)(F)F)c2)c1)N1CCOCC1 | i | -0.05
O=C(Cc1ccccc1)Nc1ccccc1C(=O)N1CCN(c2ccccc2)CC1 | i | 0
C/C(=N\O)c1ncc(C(F)(F)F)cc1Cl | i | -0.53
CC(C)C(OC(=O)c1cccs1)C(=O)NCc1ccccc1 (stereo unspecified) | i | -2
O=C(COC(=O)C1=COCCO1)Nc1cccc(Oc2ccccc2)c1 | i | 0.1
Cc1sc(-n2c(C)cc(C=O)c2C)c(C(=O)O)c1C | i | 0.03
COc1ccc(-n2c(C)cc(C(=O)CSc3nnc(-c4cccs4)o3)c2C)cc1 | i | 1.17
CCn1c(CNC(=O)Cc2ccc(OC)cc2)nnc1SCC(=O)NC1CCCCC1 | i | 1.48
COc1ccc(N2CCN(C(=O)c3ccccc3F)CC2)c([N+](=O)[O-])c1 | i | -1.27
CN1CCN/C1=C(/C(Cl)=C(Cl)Cl)[N+](=O)[O-] | i | -1.66
CCC(=O)Nc1ccccc1C(=O)OCC(=O)Nc1ccc(S(N)(=O)=O)cc1 | i | -1.24
COc1ccc(C(=O)/C=C2\Sc3ccccc3N2C)cc1 | i | 1.38
CC(=O)NNC1=Nc2ccccc2N(C)C(C)C1 (stereo unspecified) | i | -0.12
O=c1c2ccccc2sn1-c1ccc(S(=O)(=O)N2CCCC2)cc1 | i | 0.74
N#Cc1ccc(/C=C/C(=O)c2ccccc2)cc1 | i | -2.63
CCOC(=O)COc1ccccc1C(=O)c1cnn(-c2ccccc2)c1 | i | -1.31
CCOc1ccc(C(=O)NCC(=O)OCc2cc(C(C)=O)ccc2OC)cc1 | i | 0.19
O=C(Cc1cccs1)NNC(=S)NC(=O)c1ccco1 | i | -0.43
CCCn1c(C)cc(C(=O)COc2ccc(-c3nnco3)cc2)c1C | i | 1.08
O=C(c1ccccc1)c1c(-c2ccccc2)[nH]n(-c2ccccc2)c(=O)c1=O | i | -0.21
CC(C)(C)NC(=O)CSc1ncnc2c1cnn2-c1ccccc1 | i | -0.43
CCOC(=O)NC(CC(=O)O)c1ccc(OCC)cc1 (stereo unspecified) | i | 0.32

More compounds follow.
Structure | KCNQ2 inh | Kir21 block
O=C(CSc1nnnn1-c1ccc2c(c1)CCC2)Nc1ccc2c(c1)OCCO2 | i | -1.36
C(=N\n1cnnc1)/c1cn(-c2cccs2)nc1-c1ccccc1 | i | 0.13
C/C(=N\O)c1cc(Cl)ccc1O | i | -1.59
O=C(NC(=S)N1CCN(c2nc(-c3ccccc3)cs2)CC1)c1cccnc1 | i | -1.32
FC(F)(F)c1cccc(NC(=S)N2CCCCCC2)c1 | i | -0.99
Cc1cc(-c2n[nH]c(=S)n2Cc2ccco2)n(C)n1 | i | 2.29
CC(=O)Nc1ccc(S(=O)(=O)N2CCC(C(=O)NC3CCCC3)CC2)cc1 | i | 1.34
CC(=O)c1ccccc1C(=O)N1CCCC(CNC(=O)c2ccccc2Cl)C1 (stereo unspecified) | i | 0.02
CCn1cc(CNC(=O)CC2C(=O)NCCN2CC(c2ccccc2)c2ccccc2)cn1 (stereo unspecified) | i | -0.41
CSc1nsc(SC)c1NC(=O)OCC1CCCO1 (stereo unspecified) | i | 0.16
COc1ccc(-n2cc(CNCC3CC(=O)N(C4CC4)C3)c(-c3ccccc3Cl)n2)cc1 (stereo unspecified) | i | 0.03
CC(=O)Nc1ccc(C2C(=O)c3ccccc3C2=O)cc1 | i | -1.23
Cc1ccc(/C=N/c2sc3c(c2C#N)CCC3)o1 | i | 0.75
COc1cc(C(CCN2CCOCC2)c2c(OC)cc(OC)c3c2OC(=O)CC3c2ccc(N(C)C)cc2)cc(OC)c1OC (stereo unspecified) | i | 1.14
COn1c(=O)c(-c2ccc(C)cc2)[n+]([O-])c2ccccc21 | i | -0.29
Cc1ccc(-c2noc(CCC(=O)Nc3cccc(C#N)c3)n2)cc1 | i | 0.45
CCOc1ccc(OCCC(=O)Nc2ccc(F)cc2C)cc1 | i | 0.27
CC(=O)N(Cc1cc(=O)[nH]c2ccccc12)c1ccc(C)cc1C | i | -0.03
O=C1c2ccsc2SCCN1Cc1cccc(F)c1 | i | 1.21
CCN1CCN(c2ccc(S(=O)(=O)N3CCOCC3)cc2NC(=O)CCC(C)C)CC1 | i | 0.83
C=CCN1C(=O)CSc2ccc(C(=O)N3CCC(C)CC3)cc21 | i | 0.04
CCOC(=O)C1CCN(CC(=O)c2ccc(O)c(C)c2O)CC1 | i | 0.56
Cc1ccn2c(Nc3ccc4c(c3)OCO4)c(-c3ccccn3)nc2c1 | i | -1.58
CC(C)(C)c1ccc(C(=O)NCC(=O)N/N=C/c2ccccc2OCC(=O)O)cc1 | i | -0.08
Cc1cc(F)ccc1Oc1cc(NN2CCCCC2)c([N+](=O)[O-])cc1[N+](=O)[O-] | i | 0.15
CC(C)(O)C#Cc1ccc(C(=O)NC2CCCCC2)s1 | i | 0.31
c1nc(N2CCCCCC2)c2[nH]cnc2n1 | i | 0.37
Cc1cccc2c(SCC(=O)NCC3CCCO3)nc(-c3ccc(F)cc3)nc12 (stereo unspecified) | i | -0.03
CCOC(=O)c1c(/N=C/N(C)C)sc2c1CCC2 | i | 0.98
COC(=O)c1nnn(CC(=O)Nc2cccc(Cl)c2)c1C(=O)OC | i | -0.94
COc1ccc(CN2CCCC(CO)(Cc3ccc(F)cc3)C2)cc1C (stereo unspecified) | i | -2.22
C#CC[N+]1(CC#Cc2cccc(C)c2)CCCCC1 | i | 0.26
O=C(N1CCOCC1)C12CC3CC(C1)CC(c1ccccc1)(C3)C2 | i | -1.13
COc1ccccc1N1CCN(CC(=O)Nc2c(C)n(C)n(-c3ccccc3)c2=O)CC1 | i | -0.23
COc1cc(OCc2ccccc2)c(C(=O)/C=C/c2ccc3c(c2)OCO3)c(OC)c1OC | i | -1.1
CCCCOC(=O)NCN1C(=O)C2C3C=CC(C3)C2C1=O (stereo unspecified) | i | 0.89
Cc1ccn2cc(C(=O)Nc3ccccc3N3CCOCC3)nc2c1 | i | -0.92
Nc1ccc(S(=O)(=O)NNC(=O)C(=O)NNc2ccccc2)cc1 | i | 0.35
CCC(=O)NS(=O)(=O)c1cccnc1Nc1ccc(Cl)cc1 | i | -0.94
COc1ccccc1Cc1noc(-c2cc(Cl)ccc2OC)n1 | i | -0.41
CCOC(=O)n1c(=O)oc2cc(S(=O)(=O)N3CCCCC3)ccc21 | i | 0.16
Cc1ccccc1-n1c(SCC(=O)c2cc(C)n(C)c2C)nnc1-c1ccncc1 | i | 0.01
CCOc1ccc2nc(NC(=O)C(NS(=O)(=O)c3cccs3)C(C)C)sc2c1 (stereo unspecified) | i | 1.54
O=C(Nc1cccc(C(F)(F)F)c1)C(=O)N1CCCCC1 | i | 0.02
CC(Sc1nc(N)cc(=O)[nH]1)C(=O)Nc1cccc(Cl)c1 (stereo unspecified) | i | 4.86e-16
CC(=O)Nc1ccc(NC(=O)C(C)OC(=O)c2cccc(S(=O)(=O)N3CCCCCC3)c2)cc1 (stereo unspecified) | i | -0.49
O=C(CNc1ccccc1F)Nc1cccc2ccccc12 | i | 1.64
COc1cccc(NC(=O)C(NCC2CCCCC2)c2ccccc2)c1 (stereo unspecified) | -10* | 0.59
Cc1cc(NC(=O)CSc2nnc(C3COc4ccccc4O3)o2)no1 (stereo unspecified) | i | 1.11
O=C(COC(=O)c1ccccc1Nc1ccccc1)c1ccccc1 | i | 1.12
Cc1ccc2[nH]c3c(c2c1)CCN(C)C3 | i | 0.65
CC(=O)Cc1cc(O)c2ccccc2c1OC(=O)c1ccccc1 | i | 1.05
O=C(OCc1cccc([N+](=O)[O-])c1)c1ccc[nH]c1=O | i | -1.03
CC(C(=O)Nc1ccc(F)c(F)c1F)N(C)CCOc1ccccc1 (stereo unspecified) | i | 0.2
Cc1nn(C(C)(C)C)c(C)c1/C=N/OC(=O)Nc1ccc(Cl)c(Cl)c1 | i | -1.07
CSc1ccc(CCNS(=O)(=O)c2ccc3c(c2)C(C)(C)C(=O)N3C)cc1 | i | -1.24
CN(C(=O)c1c[nH]c(=O)cc1C(F)(F)F)c1ccc(Cl)cc1 | i | -1.19
Cc1cccc2cc3c(NC(=O)C(C)(C)C)nn(CC(C)C)c3nc12 | i | 0.84
COC(=O)Cc1ccc(NC(=S)N2CCCC(CO)C2)cc1 (stereo unspecified) | i | 1.32
O=C1OC(N2C(=O)CC[C@H]2C(=O)NCC2CCCO2)c2ccccc21 (stereo partly specified) | i | 0.08
CCOc1cccc(-c2c(C(=O)N/N=C(\C)c3cccs3)nnn2-c2nonc2N)c1 | i | 0.92
